LYPLA2 inh: LYPLA2 inhibitors, primary screen, counter-screen for PME1 inhibitor project, biochemical, fluorescence polarization, FP-Rh probe ABPP. Acyl-protein thioesterase 2 (Homo sapiens), O95372. recombinant LYPLA2. inhibition, % at 5.9 µM. 320,000 tested, 0.38% active. AID 2177, 2009;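 active means inhibition above the screen-wide mean plus 3 SD, limit set per campaign, cut at about 26% in these data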;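 further: 0% = LYPLA2 with DMSO and 100% = wells lacking LYPLA2 enzyme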
Target sequence (O95372 whole entry, looked up): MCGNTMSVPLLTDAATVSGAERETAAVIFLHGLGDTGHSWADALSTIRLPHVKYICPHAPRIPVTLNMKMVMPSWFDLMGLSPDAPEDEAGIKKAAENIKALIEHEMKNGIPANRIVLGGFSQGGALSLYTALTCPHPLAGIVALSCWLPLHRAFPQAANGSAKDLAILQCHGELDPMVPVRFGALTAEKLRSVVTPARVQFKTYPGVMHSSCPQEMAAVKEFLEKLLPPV
GSTO1 inh: inhibitors of recombinant GSTO1, primary screen, counter-screen for RBBP9 inhibitor project, biochemical, fluorescence polarization; Glutathione S-transferase omega-1 (Homo sapiens), P78417; activity-based probe fluorescence polarization; 300,000 tested, 1.1% active; AID 1974, 2009; inhibition, % at 5.96 µM;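 active means inhibition above the campaign mean inhibition plus 3 SD, cut at about 35% in these data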;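 further: 0% = GSTO1-1 with DMSO and 100% = wells lacking GSTO1-1 enzyme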
Target sequence (P78417 whole entry, looked up): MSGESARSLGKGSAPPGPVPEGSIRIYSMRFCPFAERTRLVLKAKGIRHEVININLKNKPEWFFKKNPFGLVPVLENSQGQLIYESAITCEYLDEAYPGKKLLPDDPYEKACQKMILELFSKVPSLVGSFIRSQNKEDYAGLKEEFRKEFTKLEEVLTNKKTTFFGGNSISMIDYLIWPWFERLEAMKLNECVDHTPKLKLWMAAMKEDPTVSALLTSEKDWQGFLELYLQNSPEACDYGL
PAFAH1B3 inh: PAFAH1B3 enzyme inhibitors, primary screen, biochemical, fluorescence polarization, human | inhibition, % at 3.39 µM | 340,000 tested, 0.28% active | Platelet-activating factor acetylhydrolase IB subunit alpha1 (Homo sapiens), Q15102 | AID 492972, 2010 | recombinant PAFAH1B3, FP-rhodamine probe;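 active means inhibition above the screen-wide average of all tested compounds plus 3 SD, cut at about 25% in these data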;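 further: 0% = enzyme with DMSO only and 100% = wells lacking PAFAH1B3 protein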
pPAFAH inh: pPAFAH enzyme inhibitors, primary screen, biochemical, fluorescence polarization, human; Platelet-activating factor acetylhydrolase (Homo sapiens), Q13093; recombinant pPAFAH, FP-rhodamine probe fluorescence polarization; inhibition, % at 3.39 µM; 330,000 tested, 1.5% active; AID 463082, 2010;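 active means inhibition above the mean inhibition across the screen plus 3 SD, cut at about 25% in these data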;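 further: inhibitors block binding of the rhodamine activity-based probe so polarization drops; 0% = enzyme with DMSO and 100% = wells lacking pPAFAH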
PAD4 inh: human PAD4 inhibitors, primary screen, biochemical, fluorescence polarization, 1536-well format; recombinant PAD4, RCA probe fluorescence polarization; inhibition, % at 6.36 µM; 330,000 tested, 0.41% active;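 active means percent inhibition above a cutoff equal to the mean of all tested compounds plus 3 SD, cut at about 15% in these data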;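 further: 0% = PAD4 with RCA probe and DMSO and 100% = probe without PAD4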
LYPLA1 inh: LYPLA1 inhibitors, primary screen, counter-screen for PME1 inhibitor project, biochemical, fluorescence polarization, FP-Rh probe ABPP. recombinant LYPLA1. inhibition, % at 5.9 µM. 320,000 tested, 0.16% active. AID 2174, 2009;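 active means inhibition above the mean of all tested compounds plus 3 SD, set per campaign, cut at about 14% in these data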;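 further: inhibitors block serine hydrolase probe labeling of LYPLA1 so polarization falls; 0% = enzyme with DMSO and 100% = wells lacking LYPLA1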
Target sequence (O75608 whole entry, looked up): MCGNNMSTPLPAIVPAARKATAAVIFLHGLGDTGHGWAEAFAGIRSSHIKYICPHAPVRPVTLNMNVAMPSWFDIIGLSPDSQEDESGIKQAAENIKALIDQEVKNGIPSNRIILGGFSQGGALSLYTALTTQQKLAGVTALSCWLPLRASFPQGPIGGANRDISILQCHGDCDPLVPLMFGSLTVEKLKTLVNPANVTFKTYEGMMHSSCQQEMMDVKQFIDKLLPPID
PAFAH1B2 inh: PAFAH1B2 enzyme inhibitors, primary screen, biochemical, fluorescence polarization, human | recombinant PAFAH1B2, FP-rhodamine activity probe | inhibition, % at 3.39 µM | 340,000 tested, 1.2% active;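 active means inhibition above the mean of all tested compounds plus 3 SD, cut at about 24% in these data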;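 further: 0% = enzyme with DMSO and 100% = wells lacking PAFAH1B2; many of its hits are not listed in these tables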
Target sequence (P68402 whole entry, looked up): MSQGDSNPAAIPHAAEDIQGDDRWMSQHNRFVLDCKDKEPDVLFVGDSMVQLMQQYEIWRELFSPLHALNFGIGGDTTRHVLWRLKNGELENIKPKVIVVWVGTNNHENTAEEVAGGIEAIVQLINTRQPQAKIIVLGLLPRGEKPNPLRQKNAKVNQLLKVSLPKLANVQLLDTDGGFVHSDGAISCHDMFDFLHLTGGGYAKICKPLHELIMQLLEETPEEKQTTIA
PME-1 inh: PME-1 inhibitors via competitive probe labeling, primary screen, biochemical, fluorescence polarization, FP-Rh probe, HTS | Protein phosphatase methylesterase 1 (Homo sapiens), Q9Y570 | 320,000 tested, 0.53% active | inhibition, % at 5.9 µM | recombinant PME-1 | AID 2130, 2009;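 active means inhibition above the campaign mean of all compounds plus 3 SD, cut at about 26% in these data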;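 further: competitive labeling of PME-1 active site by serine hydrolase directed probe; 0% = PME-1 with DMSO and 100% = wells lacking PME-1 enzyme; inhibitors block probe labeling so polarization falls and inhibition rises; many of its hits are not listed in these tables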
PAFAH2 inh: PAFAH2 enzyme inhibitors, primary screen, biochemical, fluorescence polarization, human | 340,000 tested, 0.99% active | inhibition, % at 3.39 µM | recombinant PAFAH2, FP-rhodamine activity probe | Platelet-activating factor acetylhydrolase 2, cytoplasmic (Homo sapiens), Q99487;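 active means inhibition above the mean over all tested compounds plus 3 SD, cut at about 30% in these data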;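 further: inhibitors block probe labeling of enzyme so polarization drops; 0% = enzyme with DMSO and 100% = wells lacking PAFAH2 protein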
* marks the source's active call; other numbers are inactive results; x = no result given. Only part of the results is shown; rates above refer to the full screens.

SMILES	LYPLA2 inh	GSTO1 inh	PAFAH1B3 inh	pPAFAH inh	PAD4 inh	LYPLA1 inh	PAFAH1B2 inh	PME-1 inh	PAFAH2 inh
O=C(O)c1nn(CC(=O)N2CCN(S(=O)(=O)c3ccc(Cl)cc3)CC2)c(=O)c2ccccc12	9	13	1	-2	-4	4	3	16	-12
O=C(CN1C(=O)c2ccccc2S1(=O)=O)Nc1cccnc1	6	3	1	4	0	2	3	-3	3
O=C(COC(=O)Cn1cnc2ccccc21)Nc1ccc(OC(F)F)cc1	x	x	6	-1	-3	x	1	x	2
COc1ccc(NC(=O)Cc2c(SC)c3ccccc3n2Cc2ccccc2)cc1	4	-3	-1	-2	-2	0	-2	2	-7
O=C(CN1C(=O)CSC1=O)N1CCCC(Nc2ccc(F)cc2)C1 (stereo not given)	3	8	-1	4	-1	-2	-1	3	3
CCCNC(=O)C1CCN(S(=O)(=O)c2ccc(-c3nn[nH]n3)cc2)CC1	1	5	3	1	3	3	7	2	-1
CC1CCCN(C(C(=O)Nc2ccc3c(c2)OCO3)c2ccccc2)C1 (stereo not given)	4	10	6	2	4	0	-3	3	-3
Cc1ccc(-c2nc3n(n2)Cc2ccccc2-3)cc1	3	3	6	-3	3	5	2	-9	3
O=C(NCc1cccnc1)c1ccc(NS(=O)(=O)c2ccc(F)cc2)cc1	6	-1	1	3	2	2	1	8	0
CC(=O)Oc1ccc(C(=O)Nc2cc(NC(=O)c3ccc(OC(C)=O)cc3)cc(C(=O)NC(C)(C)C)c2)cc1	-21	-39	-10	-17	-5	-26	-3	-32	-11
COC(=O)c1cc(Br)ccc1OC(=O)c1cccnc1	-2	4	6	4	5	-1	4	2	21
Cc1cc(=O)[nH]c(SCC(=O)Nc2ccc(S(N)(=O)=O)cc2)n1	4	-6	9	5	7	1	8	0	-6
CSC(=S)N/N=C/c1ccccc1	6	12	6	0	4	-1	-2	5	5
COc1cccc(CN2CCC(C(=O)N3CCN(c4ccccc4F)CC3)CC2)c1OC	15	6	6	2	-3	1	5	-5	0
O=C(NCCCc1ccccc1)c1cnc2n(c1=O)CCS2	-1	-4	-11	-4	-6	3	5	-8	-1
O=C(Cc1ccccc1)Nc1ccc(NC(=O)c2cccs2)cc1Cl	-7	3	-2	-6	0	-4	4	-10	-7
Cc1cccc(CNS(=O)(=O)c2ccc(-c3ccc(=O)[nH]n3)s2)c1	-5	4	8	1	1	-3	5	6	-1
CC(=O)Nc1ccc(S(=O)(=O)NCC(=O)OCC(=O)N2CCCc3ccccc32)cc1	4	7	7	-2	-5	-1	2	2	2
Cc1cccc(C(=O)N/N=C/c2ccccn2)c1	2	6	5	7	0	1	2	6	8
O=C(/C=C/c1ccccc1[N+](=O)[O-])N1CCN(C(=O)c2ccco2)CC1	2	3	-1	1	-6	2	-1	-4	0
O=C(COc1ccccc1Cl)NNC(=O)C1CCCO1 (stereo not given)	2	7	5	2	-2	2	2	-4	-3
CCN(CC)CCN(C(=O)c1cccc(N2C(=O)CCC2=O)c1)c1nc2cc3c(cc2s1)OCO3	3	5	1	3	2	-4	1	-5	-6
Cc1noc(C)c1COc1ccccc1C(=O)Nc1ccc(C(N)=O)cc1	3	x	4	2	4	2	2	-3	6
COc1ccc(/C=N/Nc2nc(-c3cccnc3)nc3ccccc23)c(OC)c1	-9	22	2	6	-4	-6	7	7	4
CNC(=O)C(C#N)(Cc1cc(C(C)=O)ccc1OC)Cc1cc(C(C)=O)ccc1OC	-1	-2	2	7	-4	2	5	5	9

The final five entries of the part above open the next one:
SMILES	LYPLA2 inh	GSTO1 inh	PAFAH1B3 inh	pPAFAH inh	PAD4 inh	LYPLA1 inh	PAFAH1B2 inh	PME-1 inh	PAFAH2 inh
O=C(COc1ccccc1Cl)NNC(=O)C1CCCO1 (stereo not given)	2	7	5	2	-2	2	2	-4	-3
CCN(CC)CCN(C(=O)c1cccc(N2C(=O)CCC2=O)c1)c1nc2cc3c(cc2s1)OCO3	3	5	1	3	2	-4	1	-5	-6
Cc1noc(C)c1COc1ccccc1C(=O)Nc1ccc(C(N)=O)cc1	3	x	4	2	4	2	2	-3	6
COc1ccc(/C=N/Nc2nc(-c3cccnc3)nc3ccccc23)c(OC)c1	-9	22	2	6	-4	-6	7	7	4
CNC(=O)C(C#N)(Cc1cc(C(C)=O)ccc1OC)Cc1cc(C(C)=O)ccc1OC	-1	-2	2	7	-4	2	5	5	9
O=C1N2CN(C(c3ccccc3)c3ccccc3)CN=C2SC1(CO)CO	1	0	2	1	0	2	15	-2	-8
CC(=O)NC1C(=O)N(CCc2ccccc2)c2ccccc21 (stereo not given)	3	6	0	3	-1	0	4	2	-9
O=C(CN1CCCCCC1)Nc1ccc(Oc2ccccc2)cc1	7	3	1	7	-1	-3	1	5	4
N#Cc1c(N2CCOCC2)nsc1-c1ccccc1	3	0	0	9	-1	0	5	0	-2
CCCn1c(CNC(=O)c2cccs2)nc2ccccc21	6	-4	4	6	2	1	2	1	9
COc1ccc(C(=O)c2coc3ccc(O)c(CN4CCCC4)c23)cc1	1	6	0	7	-5	-3	3	-5	0
COc1ccc(-c2ccnc(SCC(=O)Nc3ccccn3)n2)cc1	-6	-2	3	1	-2	-5	1	-1	1
O=C(COc1ccc(S(=O)(=O)N2CCOCC2)cc1)Nc1ccc(Cl)c(C(F)(F)F)c1	-18	-9	-5	7	-3	-33	-5	-18	-1
Cc1ccc(S(=O)(=O)CNC(=O)c2ccccc2)cc1	0	28	7	1	4	-1	3	-5	-5
CCOc1ccc(NC(=O)CSc2nnc(C3CC3)n2C)cc1S(=O)(=O)N1CCCCC1	2	x	0	-3	-6	1	0	2	-8
O=C(COC(=O)C1=COCCO1)Nc1ccc(Br)cc1Br	x	x	4	9	-5	x	-1	x	58*
O=C(COC(=O)c1ncc(Cl)c(Cl)c1Cl)c1ccc(Cl)s1	11	3	0	12	0	0	3	2	4
N[C@@H](Cc1ccccc1)C(=O)N1CCC(C(=O)N[C@@H](Cc2c[nH]c3ccccc23)C(=O)O)CC1	3	2	-4	3	-4	0	2	-2	2
CC(C)[C@H](NC(=O)N1CC(=O)Nc2ccccc21)C(=O)N[C@H](Cc1c[nH]c2ccccc12)C(=O)O	10	5	-4	4	-1	3	-1	2	-1
CCOC(=O)c1c(-c2ccc(C)o2)csc1NC(=O)CN(C)CC(=O)Nc1ccc(C)cc1	5	8	-5	6	1	0	0	0	10
O=C(OCc1c(-c2ccccc2)ncc2ccccc12)c1ccc(C(F)(F)F)cc1	x	x	1	4	-1	x	1	x	-6
O=C(Nc1ccccc1)C1CCN(S(=O)(=O)c2cccs2)CC1	3	x	0	-3	3	0	1	10	7
COc1ccc([C@H]2CC(=O)C=C(c3ccc4cc[nH]c4c3)C2)cc1	-4	x	6	4	-7	-9	-2	-1	-5
CCOC(=O)c1c(-c2ccccc2)oc2ccc(O)c(CN3CCCC3)c12	7	-3	-9	3	-3	2	1	-1	-9
CCCCN(CC)CCCNC(=O)c1cc2c(=O)n(C)c3ccccc3c2n1C	0	7	4	1	1	3	5	2	2
COc1ccc(-n2c(C)cc(-c3csc(NC(=O)c4ccc(S(=O)(=O)N(C)C)cc4)n3)c2C)cc1	-13	1	7	14	-12	-8	-3	-3	-5
c1ccc(C2CCC(N3CCN(c4ccccc4)CC3)CC2)cc1 (stereo not given)	0	0	4	2	3	-2	5	1	1
O=C(NCc1ccccc1)N1CCC(CO)(Cc2cccc(F)c2)CC1	8	20	5	4	-5	-2	2	-3	-5
C=CCn1c(Cc2cccs2)nnc1SC/C=C/c1ccccc1	8	5	2	6	-1	4	4	0	1
O=C(CCC(=O)c1ccccc1)Nc1ccccc1OC(F)F	-5	4	5	0	-3	-1	0	3	1
SMILES	LYPLA2 inh	GSTO1 inh	PAFAH1B3 inh	pPAFAH inh	PAD4 inh	LYPLA1 inh	PAFAH1B2 inh	PME-1 inh	PAFAH2 inh
COc1ccc(-n2cc3c(-c4cccc(Br)c4)nnc(C)c3n2)cc1	-7	-11	-9	8	3	-12	-8	-7	-1
COc1ccc(S(=O)(=O)N2CCCOC2CNC(=O)C(=O)NCc2ccco2)cc1 (stereo not given)	-1	1	7	0	0	4	-1	0	3
Cc1ccc(CNC(=O)c2cccc3c2C(=O)c2ccc(N4CCCCC4)cc2S3(=O)=O)cc1	-10	x	-5	12	-4	-8	-4	5	-4
COc1ccccc1OCc1ccc(C(=O)NN)cc1	-7	3	3	1	2	0	3	-2	9
COc1ccc(N(CC(=O)O)S(=O)(=O)c2ccc(OC)c(OC)c2)cc1	0	2	8	2	-2	-2	6	-1	-4
Cc1ccc(N2CCN(CC3CC=CCC3)CC2)cc1 (stereo not given)	4	6	4	0	-3	-1	2	-2	-5
Cc1ccccc1CN1CCSc2sccc2C1=O	1	1	11	2	-9	1	4	4	6
CN(CC(=O)Nc1ccc(S(=O)(=O)N2CCCC2)cc1)Cc1ccc(Cl)c(Cl)c1	-1	-5	5	7	3	-15	10	13	-10
O=C(NCCN1CCCCC1)c1cc2ccccc2[nH]1	10	14	7	2	4	1	-1	1	-2
CC(=O)c1cccc(NC(=O)CSc2ccc(-c3ccccn3)nn2)c1	7	4	-1	4	-6	3	-5	5	-10
CN1C=CC=C/C1=C1\SC(=S)N(CC(=O)O)C1=O	5	6	7	3	0	0	8	-4	5
Cc1cc(/C=C(\C#N)C(=O)OCC(=O)Nc2ccc(OC(F)F)cc2)c(C)n1CC(C)C	-32	-4	0	5	-5	-18	-8	-33	14
COc1cccc(N2CCN(C3CC(=O)N(c4cccc(Cl)c4)C3=O)CC2)c1 (stereo not given)	10	-2	5	0	0	-1	2	6	1
COc1ccc(N2CCN(c3cc(C)c4ccc(O)cc4n3)CC2)cc1	-2	3	10	-3	0	-2	11	3	8

Part of the list above in a different format:
Fields: LYPLA2 inh | GSTO1 inh | PAFAH1B3 inh | pPAFAH inh | PAD4 inh | LYPLA1 inh | PAFAH1B2 inh | PME-1 inh | PAFAH2 inh
CC(=O)Nc1ccc(S(=O)(=O)NCC(=O)OCC(=O)N2CCCc3ccccc32)cc1
 : 4 | 7 | 7 | -2 | -5 | -1 | 2 | 2 | 2
O=C(OCc1c(-c2ccccc2)ncc2ccccc12)c1ccc(C(F)(F)F)cc1
 : x | x | 1 | 4 | -1 | x | 1 | x | -6

Bioassay records deposited in PubChem BioAssay by The Scripps Research Institute Molecular Screening Center.
